TRHR PAM: qHTS for Small Molecule Agonists and Allosteric Enhancers of Human TRH Receptor: Primary Screen for Enhancers. Thyrotropin-releasing hormone receptor (Homo sapiens), P34981. enhancement, % at 2 µM. TRHR cells, fluo-8 calcium fluorescence, EC20 TRH enhancement. 0.66% of 360,000 active; in the data active = enhancement above about 30%; also: 0% is about no effect
Target sequence (P34981 whole entry, looked up): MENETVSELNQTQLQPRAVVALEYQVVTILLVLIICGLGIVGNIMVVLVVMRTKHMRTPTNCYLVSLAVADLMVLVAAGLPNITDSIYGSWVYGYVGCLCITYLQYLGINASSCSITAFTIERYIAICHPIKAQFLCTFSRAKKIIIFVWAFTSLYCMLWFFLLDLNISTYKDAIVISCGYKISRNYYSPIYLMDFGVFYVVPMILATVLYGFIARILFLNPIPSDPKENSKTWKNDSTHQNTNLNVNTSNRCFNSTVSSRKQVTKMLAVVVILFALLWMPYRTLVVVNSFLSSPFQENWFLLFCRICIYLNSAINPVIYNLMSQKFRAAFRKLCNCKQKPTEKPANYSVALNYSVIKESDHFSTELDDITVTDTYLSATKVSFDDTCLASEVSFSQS
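TRHR-expressing cells loaded with fluo-8 calcium dye were read kinetically (ex 480/em 530) during compound addition, then stimulated with an EC20 of TRH (10 nM final). Enhancement of the Gq-mediated intracellular calcium response was scored.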
D2 agonist: HTS Assay for Allosteric Agonists of the Human D2 Dopamine Receptor: Primary Screen for Agonists. D(2) dopamine receptor (Homo sapiens), P14416. HEK293 T-REx D2 cells, calcium flux agonist mode. activation, % at 2 µM. 0.53% of 340,000 active. AID 485358, 2010;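 active = activation over 3 SD above normal in the single-dose calcium agonist read, cut at about 30% in these data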; also: 0% is about no effect
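HEK293 Trex D2 cells, tetracycline-induced, o/n 30 C 5% CO2; no-wash Ca dye, RT 30–90 min; 10-cycle baseline, 23 nl cpd added, kinetic Ca read 180 s; agonist hits = positive Ca response.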
PI4K2A inh: qHTS for small molecular inhibitors of PI4K2A. AID 1346378, 2018. activity change, negative = inhibition, % at 76.9 µM. Phosphatidylinositol 4-kinase type 2-alpha (Homo sapiens), Q9BTU6. purified PI4K2A, ADP-Glo luminescence, 1 h; hits give low values. 0.13% of 420,000 active; in the data active = activity change below about -50%; inconclusive = mostly about -30% to -49%;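 also: -100% = wells without enzyme as full effect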
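In this quantitative HTS, ADP production by PI4K2A was quantified luminescently after 1 h at ambient temperature; 100 microM adenosine served as plate-quality control.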
mIDH1 inhibitor: qHTS for Inhibitors of mutant isocitrate dehydrogenase 1 (IDH1): qHTS. 0.093% of 390,000 active. Isocitrate dehydrogenase [NADP] cytoplasmic (Homo sapiens), O75874. AID 602179, 2012. IDH1-R132H enzyme, NADPH consumption, diaphorase/resazurin fluorescence. Potency, µM (series often up to 76.6 µM), without a hit: at the top dose activity change, negative = inhibition, actives largely listed as inhibitors; also: potency is read from the fitted curve at half-maximal effect; % is scaled to controls: 0 for no effect and ±100 for the full control effect; nearly all actives have a fitted effect of over 65% in size
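IDH1-R132H (0.5 ug/mL dispensed) in pH 7.5 Tris buffer was preincubated 30 min with compound, then given a substrate mix of 0.016 mM NADPH and 2 mM alpha-KG for 80 min at room temperature; remaining NADPH was read by diaphorase/resazurin fluorescence.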
USP1-UAF1 inh: Inhibitors of USP1/UAF1: Primary Screen; Potency, µM (series often up to 57.1 µM), without a hit: at the highest dose activity change, negative = inhibition, hits mostly inhibitors; recombinant USP1/UAF1, Ub-Rhodamine cleavage fluorescence; Ubiquitin carboxyl-terminal hydrolase 1 (Homo sapiens), O94782; 0.23% of 390,000 active; AID 743255, 2014; also: potency is read from the fitted curve at half-maximal effect; % is scaled to controls: 0 for no effect and ±100 for the full control effect; nearly all actives have a fitted effect of over 60% in size; inactives centre near -12
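High-throughput fluorogenic screen: 1nM USP1/UAF1 complex, Ub-Rho substrate 150nM final, 50mM HEPES pH 7.8 with 0.5mM EDTA, 0.1 mg/ml BSA, 1mM TCEP and 0.01% Tween-20.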
TRHR ag: qHTS for Small Molecule Agonists and Allosteric Enhancers of Human TRH Receptor: Primary Screen for Agonists. TRHR cells, calcium flux fluo-8, FDSS agonist mode. activation, % at 2 µM. 0.18% of 360,000 active. AID 493084, 2011; in the data active = activation above about 30%; also: 0% is about no effect
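Steps: seed TRHR cells overnight; add fluo-8 no-wash Ca dye, RT 30 min–1.5 h; record 10 s baseline; pin-transfer compounds; monitor fluorescence 1 cycle/s for the agonist window. Calcium increases flag candidate agonists.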
TrxR1 substrate: qHTS Assay for Substrates of Mammalian Selenoprotein Thioredoxin Reductase 1 (TrxR1): qHTS | 0.01% of 390,000 active | Thioredoxin reductase 1, cytoplasmic (Rattus norvegicus), O89049 | Potency, µM (top dose mostly 114 µM), for inactives: at the highest dose activity change, negative = substrate turnover | purified TrxR1 substrate turnover, NADPH consumption readout; also: potency is read from the fitted curve at half-maximal effect; % is scaled to controls: 0 for no effect and ±100 for the full control effect; nearly all actives have a fitted effect of over 50% in size
Target sequence (O89049 whole entry, looked up): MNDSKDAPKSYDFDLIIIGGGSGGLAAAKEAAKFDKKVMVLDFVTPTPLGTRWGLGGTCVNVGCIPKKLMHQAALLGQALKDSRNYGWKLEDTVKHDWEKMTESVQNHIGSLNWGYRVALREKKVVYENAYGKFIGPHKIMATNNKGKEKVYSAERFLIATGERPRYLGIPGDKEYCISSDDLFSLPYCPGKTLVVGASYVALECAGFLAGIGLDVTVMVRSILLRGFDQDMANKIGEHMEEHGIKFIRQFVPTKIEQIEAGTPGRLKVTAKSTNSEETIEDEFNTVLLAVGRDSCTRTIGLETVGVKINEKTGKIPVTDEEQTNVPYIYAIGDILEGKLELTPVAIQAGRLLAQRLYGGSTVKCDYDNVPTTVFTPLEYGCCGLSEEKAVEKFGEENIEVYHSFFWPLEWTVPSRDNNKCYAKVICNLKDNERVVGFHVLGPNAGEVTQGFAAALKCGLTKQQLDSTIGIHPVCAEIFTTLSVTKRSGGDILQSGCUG
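Rat TrxR1, dispensed at 90 nM, was prereduced with 400 uM NADPH (final) for 5 min at ~22 deg C, then incubated with compound 15 min before 400 uM selenite. A first-read NADPH fluorescence drop versus no-compound background flagged substrates.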
D2 antagonist: HTS Assay for Allosteric Antagonists of the Human D2 Dopamine Receptor: Primary Screen for Antagonists; D(2) dopamine receptor (Homo sapiens), P14416; HEK293 TREx D2 cells, calcium flux, dopamine EC80; inhibition, % at 10 µM; 2% of 340,000 active; AID 485344, 2010; in the data active = inhibition above about 30%; also: 0% is about no effect
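In this primary screen, negative modulation is detected by tracking calcium flux after an EC80 dopamine challenge in inducible HEK293 T-REx D2 cells preexposed to test compound for 180 s.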
TrxR1 inh: qHTS Assay for Inhibitors of Mammalian Selenoprotein Thioredoxin Reductase 1 (TrxR1): qHTS | AID 588453, 2011 | Thioredoxin reductase 1, cytoplasmic (Rattus norvegicus), O89049 | recombinant rTrxR1, NADPH fluorescence consumption, selenite substrate | Potency, µM (series often up to 114 µM), without a hit: at the top dose activity change, negative = inhibition, usual class: inhibitors | 1% of 390,000 active; also: potency is read from the fitted curve at half-maximal effect; % is scaled to controls: 0 for no effect and ±100 for the full control effect; nearly all actives have a fitted effect of over 65% in size
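Rat TrxR1 (90 nM in the dispensed reagent) was pre-reduced with 400 uM NADPH for 5 min at room temperature, then incubated with compound for 15 min. After 400 uM selenite was added, NADPH fluorescence (Ex 340/Em 450 nm) was followed for 8 min.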
Active calls of the source: *; ? = inconclusive; . = not tested or not shown; [ ] = dose if it differs, or a comment. Unless noted, calls follow the shape of the dose curve; as a rule, active = well fitted inhibition curve with a large enough effect; inconclusive = small, poorly fitted or top-dose-only effect; inactive = no such curve, though single readings can be large or run the other way.

structure | TRHR PAM | D2 agonist | PI4K2A inh | mIDH1 inhibitor | USP1-UAF1 inh | TRHR ag | TrxR1 substrate | D2 antagonist | TrxR1 inh
O=C(NCCCN1CCCC1=O)c1ccc([N+](=O)[O-])s1 | -6 | -0.3 | -2 | 0% | -23% | -1.3 | -9% | -3 | -21%
O=C1N2CCSC2=NC1(Nc1nccs1)C(F)(F)F (stereo unspecified) | -2 | 0.5 | 0 | 1% | -17% | -0.2 | 11% | 4 | 12%
CC(C)CC(=O)NNC(=S)NCc1ccco1 | -3 | -0.2 | 0 | 3% | 5% | -0.1 | 5% | 4 | 13%[57.1 µM]
O=C(c1cc2ccccc2o1)N1CCN(S(=O)(=O)c2ccccc2)CC1 | -7 | 0.5 | 3 | 9% | -13% | 1.0 | 0% | 4 | 6%
CCOc1ccc(NC(=O)CCC(=O)N/N=C/c2ccc([N+](=O)[O-])s2)cc1 | 3 | 0.6 | -21 | 6% | -15% | 0.4 | -11% | 0 | ?
Cc1nnsc1C(=O)NC1CCCCC1 | -4 | 0.3 | 1 | 8% | -1% | -0.7 | 2%[57.1 µM] | -10 | 22%
COC(=O)c1c(C)[nH]c(O)c1C=Nc1ccc(Oc2ccccc2)cc1 | -2 | 6.6 | 1 | 1% | -8% | 1.2 | 4%[57.1 µM] | -16 | 13%[57.1 µM]
Cc1cccc(-c2ccc3c(c2)C2CC3CCN2C(=O)OCc2ccccc2)c1 (stereo unspecified) | . | . | 0 | 0%[38.3 µM] | -30% | . | 2% | . | 13%
Cc1cc(C(=O)OCC(=O)N(C)c2ccccc2)c2ccccc2n1 | . | . | 2 | -2% | -18% | . | -2% | . | 3%
CC(c1ccco1)N(C(=O)c1ccc(C(F)(F)F)cc1)c1ccccn1 (stereo unspecified) | 10 | 0.0 | -5 | 4% | -6% | -0.3 | -6% | 0 | 4%[57.1 µM]
COCCNC(=O)CN(c1ccccc1OC)S(C)(=O)=O | -2 | . | -4 | 2% | -14% | 0.5 | 8%[57.1 µM] | . | 22%[57.1 µM]
COc1cc(SC)ccc1C(=O)OC(C)C(=O)Nc1ccc(NC(C)=O)cc1 (stereo unspecified) | 0 | 0.7 | 4 | 0% | 7% | 0.4 | -3% | 2 | 15%
CC(NS(=O)(=O)c1cccc(C(=O)N(C)Cc2ccc(N3CCOCC3)cc2)c1)c1ccccc1 (stereo unspecified) | . | . | -5 | 0% | -21% | . | 1% | . | 6%
CN1CCN(C(=O)CC2C(=O)NCCN2Cc2ccc(-c3ccccc3)cc2)CC1 (stereo unspecified) | -3 | . | 5 | -9% | -14% | 0.4 | 9% | . | 16%
O=C1C(Cl)=C(N2CCN(Cc3ccccc3)CC2)C(=O)N1Cc1ccccc1 | -2 | 0.5 | 3 | 5% | -6% | 0.6 | -2% | 0 | 9%
COc1ccc(CNc2nc(-c3ccco3)nn2C(=O)c2ccccc2C)cc1 | 3 | . | -2 | -12% | -20% | 0.8 | -4% | . | 12%
Cc1ccc(Cn2c(CCNc3nc(-c4ccc(C)cc4)cs3)nc3cc(C(=O)NCCCO)ccc32)cc1 | . | . | -2 | -14% | 8% | . | 10%[57.1 µM] | . | 19%[57.1 µM]
c1cc2c(cc1-c1[nH]ncc1CN1CC3C[C@@H]4CC1C[C@H](C3)C4)OCO2 | 16 | -4.5 | -4 | -10% | -20% | -5.5 | -8% | -6 | -7%
Cc1ccc(S(=O)(=O)N/N=C/c2cccc3c2OCCO3)cc1 | -1 | -0.1 | 2 | 2% | -14% | 1.2 | -9% | -9 | -8%
CCOc1ccc(C(=O)N2CCN(c3ccccn3)CC2)cc1 | -6 | 0.8 | -4 | 2% | -18% | -0.2 | 6%[57.1 µM] | -14 | 10%[57.1 µM]
CCOCCCNC(=O)CSc1nc2nc(C)c(Cc3ccccc3)c(C)n2n1 | 11 | -0.6 | 1 | -7% | -4% | -0.7 | 3% | -18 | 5%
COC(=O)CC1C(=O)NCCN1C(=S)Nc1cccc(C)c1 (stereo unspecified) | 6 | 0.0 | -2 | 10% | -8% | -0.9 | 4% | 5 | 2%
COc1cc(NC(=O)c2ccc(NC3=NC4CS(=O)(=O)CC4S3)cc2)cc(OC)c1OC (stereo unspecified) | 6 | 0.6 | 3 | 9% | -23% | 0.0 | -12%[57.1 µM] | -6 | 4%[57.1 µM]
Cn1c(=O)c2ccccc2n2c(CCl)nnc12 | -1 | 0.6 | -1 | 8% | -28% | 0.6 | 16% | -8 | ?
COc1ccccc1NC(=O)CS(=O)(=O)c1cn(CC(=O)N2CCCC2)c2ccccc12 | -3 | -1.5 | 0 | 1% | -23% | 0.1 | 2% | -5 | 1%
O=S(=O)(O)c1cccc2cccnc12 | -3 | . | . | . | . | 1.6 | 3% | . | 10%
CCc1c(O)nc(SCC(=O)NCc2ccco2)[nH]c1=O | -5 | -0.4 | -2 | -3% | 3% | 0.2 | -2% | -1 | 0%
Cc1cccc(CNC(=O)CSCc2cnn(-c3ccccc3)c2-n2cccc2)c1 | 7 | 0.7 | 3 | . | -24% | -0.8 | -6% | . | 6%
CN1CCN(c2nc(Nc3ccc(F)cc3)nc(Nc3ccc(F)cc3)n2)CC1 | 3 | 1.3 | -1 | 5% | -13% | 1.5 | -8% | -5 | 14%
CC(=O)Nc1ccc(C(=O)N/C(=C/c2ccccc2)C(=O)Nc2cccc(C(=O)O)c2)cc1 | 6 | 1.2 | 1 | -8% | -13% | 0.8 | -4% | -26 | 1%
CC(C)Oc1ccc(C(=O)OC(C)C(=O)NC2CCCCC2C)cc1 (stereo unspecified) | 5 | -1.2 | 5 | -17% | -11% | -0.6 | -6% | -3 | -11%
COc1ccc(C(C)=O)cc1COc1cccc2c1OC(C)(C)C2 | -1 | -0.7 | 2 | 7% | -23% | 4.5 | 9% | 7 | 32µM*
COc1cc(C(=O)NCCN=C2NS(=O)(=O)c3ccccc32)cc(OC)c1OC | 1 | 1.0 | -1 | 1% | -15% | -0.7 | 13% | 6 | 35%
COc1ccccc1NC(=S)N1CCN(c2cccc(C)c2C)CC1 | 5 | 0.3 | -1 | 7% | -22% | -0.6 | 6% | -1 | 12%
Cc1ccc(-c2nc3ncccc3o2)cc1NC(=O)c1ccc(-c2cccc(Cl)c2C)o1 | 6 | -1.4 | -1 | -15% | -17% | -1.1 | 16% | . | 8%
Cc1ccc(NC(=S)N(CCCN2CCN(C)CC2)Cc2cccs2)cc1C | 3 | 2.6 | 5 | 1% | -19% | 0.5 | -10%[57.1 µM] | 13 | 41%[activator][57.1 µM]
COc1ccc2c(c1)CCc1c(C(=O)Nc3c(C)nn(Cc4ccc(Cl)c(Cl)c4)c3C)noc1-2 | 12 | -0.6 | -4 | -1% | -12% | -1.9 | -4% | . | 1%
COc1cc(S(=O)(=O)N2CCC(C(N)=O)CC2)c(C)cc1C | 5 | -0.2 | 2 | -8% | -4% | 0.0 | 8% | 1 | 19%
COC(=O)c1[nH]c2cccc(OC)c2c1NC(=O)CCN1CC(C)CC(C)C1 (stereo unspecified) | -4 | -0.1 | 5 | 2% | -15% | -0.1 | 13% | -3 | -11%
CC(C)NC(=O)c1onc(CSc2ccccc2)c1C(=O)O | 31* | -0.7 | -3 | 11% | -17% | 1.3 | 17% | -10 | 25%
COc1ccc(-c2cc(C)no2)cc1S(=O)(=O)N1CCCC(C)C1 (stereo unspecified) | 8 | 1.9 | 2 | -14% | -12% | -0.7 | 0%[57.1 µM] | . | 13%[57.1 µM]
Cc1cc(NC(=O)CSc2ccc3nnc(-c4ccc(F)cc4)n3n2)no1 | . | . | -13 | 5% | 0% | . | 9% | . | 6%
O=C1NC(=S)N(C(=O)c2ccc(F)cc2)/C1=C/c1cccnc1 | -1 | 0.7 | 4 | 4% | -10% | 1.0 | 1%[57.1 µM] | 2 | 4%[57.1 µM]
CC(Sc1cnc2ccccc2n1)C(=O)O (stereo unspecified) | -2 | 0.2 | 6 | -3% | -14% | 0.1 | -7% | 6 | -2%
CC(=O)NCCC(=O)Nc1nc(-c2c[nH]c3ccccc23)cs1 | 1 | 0.4 | -6 | 2% | ? | 0.1 | -2% | 2 | 5%

Ordered by SMILES length (falling): 3 of the compounds above.
structure | TRHR PAM | D2 agonist | PI4K2A inh | mIDH1 inhibitor | USP1-UAF1 inh | TRHR ag | TrxR1 substrate | D2 antagonist | TrxR1 inh
COc1ccc(-c2cc(C)no2)cc1S(=O)(=O)N1CCCC(C)C1 (stereo unspecified) | 8 | 1.9 | 2 | -14% | -12% | -0.7 | 0%[57.1 µM] | . | 13%[57.1 µM]
CC(=O)NCCC(=O)Nc1nc(-c2c[nH]c3ccccc23)cs1 | 1 | 0.4 | -6 | 2% | ? | 0.1 | -2% | 2 | 5%
CC(Sc1cnc2ccccc2n1)C(=O)O (stereo unspecified) | -2 | 0.2 | 6 | -3% | -14% | 0.1 | -7% | 6 | -2%

Bioassay records from PubChem BioAssay.
